E-sel inducer – E-selectin induction on HUVECs; P16581; HUVEC E-selectin immunofluorescence imaging; normalized: neutral wells 0, TNF-alpha wells 100; activation, % at 7.58 µM; actives 0.37% (n = 260,000); AID 686992;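 active = mean E-selectin-positive cell signal at least 10% of the positive control, reached in at least 60% of replicates, without over 20% cell loss; inconclusive = no rule given, readout overlaps actives, possibly toxicity-flagged; inactive = the rest, including those meeting only one limit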;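 note: in these data hits start at about 27%; measured in HUVEC primary endothelial cells; signal is the percent of cells scored E-selectin positive by PE staining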
Target sequence (P16581 whole entry, looked up): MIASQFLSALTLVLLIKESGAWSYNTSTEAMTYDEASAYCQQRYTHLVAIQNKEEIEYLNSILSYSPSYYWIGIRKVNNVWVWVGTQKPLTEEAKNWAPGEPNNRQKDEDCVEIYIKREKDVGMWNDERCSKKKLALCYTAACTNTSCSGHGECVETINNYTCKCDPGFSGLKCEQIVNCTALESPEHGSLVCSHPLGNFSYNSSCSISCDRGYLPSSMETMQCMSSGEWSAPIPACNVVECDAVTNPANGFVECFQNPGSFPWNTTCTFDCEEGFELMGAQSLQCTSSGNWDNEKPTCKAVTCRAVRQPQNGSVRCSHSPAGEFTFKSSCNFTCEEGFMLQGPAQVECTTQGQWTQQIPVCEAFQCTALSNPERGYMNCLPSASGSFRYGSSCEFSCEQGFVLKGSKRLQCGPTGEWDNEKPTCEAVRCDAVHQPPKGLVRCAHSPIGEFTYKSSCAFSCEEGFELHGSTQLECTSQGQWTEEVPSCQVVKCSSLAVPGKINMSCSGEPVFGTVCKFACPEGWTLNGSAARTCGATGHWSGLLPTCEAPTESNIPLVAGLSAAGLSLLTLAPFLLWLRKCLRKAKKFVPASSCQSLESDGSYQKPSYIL
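Test system: HUVEC; input: 3,000 HUVEC/well; measured by: immunofluorescence imaging; read-out: % PE-positive cells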
PglD DTNB – inhibitors of Campylobacter jejuni PglD acetyltransferase; purified PglD enzyme, DTNB colorimetric CoA detection; inhibition, % at 12.5 µM; AID 602405; actives 0.098% (n = 360,000); in the data active = inhibition above about 16%, passing the limit was not always enough; inconclusive = no clear call, values can overlap the other calls; note: strong numbers were not always called active
ERp5 block – inhibitors of human ERp5; Q15084; ERp5 insulin aggregation, absorbance 650 nm, 90 min; inhibition, % at 9.99 µM; actives 0.05% (n = 350,000); AID 651711;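 active = mean replicate inhibition above about 25%, with every replicate also reaching it, limit read from the data, passing the limit was not always enough; inconclusive = only one of those two criteria met; inactive = neither criterion met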
Target sequence (Q15084 whole entry, looked up): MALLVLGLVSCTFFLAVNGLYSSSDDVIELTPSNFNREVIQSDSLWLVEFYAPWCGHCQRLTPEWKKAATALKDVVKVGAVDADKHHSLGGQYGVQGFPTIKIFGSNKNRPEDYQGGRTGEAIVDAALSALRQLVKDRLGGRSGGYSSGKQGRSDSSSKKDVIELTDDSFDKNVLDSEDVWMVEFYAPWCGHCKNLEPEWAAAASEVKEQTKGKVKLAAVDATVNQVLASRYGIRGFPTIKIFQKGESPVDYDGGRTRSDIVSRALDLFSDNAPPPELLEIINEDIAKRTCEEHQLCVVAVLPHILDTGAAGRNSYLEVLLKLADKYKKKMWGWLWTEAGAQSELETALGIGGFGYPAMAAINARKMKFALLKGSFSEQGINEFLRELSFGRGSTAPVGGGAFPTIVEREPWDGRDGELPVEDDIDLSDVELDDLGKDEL
S100A4 MyoIIA – blocks human S100A4 binding to myosin IIA peptide; P26447; S100A4/TAMRA-MyoIIA peptide fluorescence polarization; inhibition, % at 10.7 µM; actives 0.14% (n = 360,000); AID 652163;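 active = mean inhibition of at least 70% across replicates, with every replicate also reaching that level; inconclusive = mean inhibition reaches 70% but some replicates fall short; inactive = mean inhibition below 70%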
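incubation = readout 5 min after mixing, signal stable up to 60 min | system = S100A4 monomer protein | buffer or medium = HEPES pH 7.2 with CaCl2, KCl, NaCl, DTT, Triton | benchmarks = neutral control DMSO, positive control TFP | also added = fluorescent myosin IIA peptide, 5 nM | compound dosing = one concentration per compound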
Statin myotox sup – suppression of simvastatin myotoxicity. C2C12 myotubes + simvastatin, ATP luminescence, 48 h; scaled: DMSO 0, geranylgeraniol control 100. rescue of ATP level, % at 7.49 µM. actives 0.78% (n = 330,000);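 active = mean ATP rescue above about 67%, or every replicate alone reaching that limit, limit read from the data, passing the limit was not always enough; inconclusive = no clear call, values can overlap the other calls; inactive = mean under the limit and some replicate under it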;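 note: myotubes were challenged with 10 µM simvastatin during compound exposure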
SIRT5 block – blocks human SIRT5 desuccinylation of peptide; actives 1.1% (n = 330,000); inhibition, % at 15 µM; Purified SirT5, succinyl-peptide AMC, trypsin-coupled fluorescence; in the data active = inhibition above about 15%; inconclusive = no clear call, values can overlap the other calls
DENV2 CPE rescue – protects cells from dengue virus 2 cytopathic effect | DENV2-infected cells, cytopathic effect rescue, plate reader | CPE inhibition, % at 9.99 µM | actives 1.7% (n = 350,000); in the data active = CPE inhibition above about 20%, passing the limit was not always enough; inconclusive = no clear call, values can overlap the other calls; tested in BHK-21 cells;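 note: 0% = median of neutral control wells and 100% = median of positive control wells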
An asterisk follows results filed as active; ? = inconclusive; . = no result given. The list is partial, so the mix of outcomes need not match the whole.

compound,E-sel inducer,PglD DTNB,ERp5 block,S100A4 MyoIIA,Statin myotox sup,SIRT5 block,DENV2 CPE rescue
C[C@H](CO)N1C[C@H](C)[C@@H](CN(C)CC2CC2)OCCCC[C@H](C)Oc2ccc(NC(=O)Nc3ccc4c(c3)OCO4)cc2C1=O,0.0,-3,-4,-3,.,1,-1
COc1ccc(N2CCN(S(=O)(=O)c3c(C)nc4sccn4c3=O)CC2)cc1,.,4,-3,-3,-8,3,-8
Cc1cccc(-c2ccc([C@@H]3[C@@H](CO)N4C(=O)CN(C(=O)c5ccccc5)C[C@@H]34)cc2)c1,0.1,.,4,2,.,9,-4
Cc1cccc(N=C2NC(=O)C(CO)(CO)S2)c1,-0.1,8,4,4,2,-5,-8
Cc1ccccc1C(=O)NC1CC2CCCC(C1)N2Cc1ccccc1Cl (stereo not drawn),0.0,0,6,6,3,.,-6
CCOc1ccccc1N1CCN(C(=O)NCc2ccc(C)cc2)CC1,.,-1,-2,-3,6,-7,0
COc1ccc(-c2ccnc(-c3ccncc3)n2)cc1,0.2,-2,1,1,.,-2,1
O=C1c2nc3cc(-c4ccco4)[nH]n3c(=O)c2CN1C1CCCCC1,0.5,-5,7,0,.,-2,10
COC(=O)COc1ccc(S(=O)(=O)NCCC2=CCCCC2)cc1C,.,.,2,4,2,-3,0
CN(C)S(=O)(=O)n1cc(/C=C(\NC(=O)c2ccccc2)C(=O)N2CCCCC2)c2ccccc21,-0.1,2,4,4,10,4,-4
CN1C(=O)c2cc(NC(=O)Cc3cccs3)ccc2OC[C@@H]2O[C@H](CC(=O)O)CC[C@@H]21,0.0,3,2,1,16,13,2
CC(C)C(C)NC(=O)CN1C(=O)NC(c2ccccc2)(c2ccccc2)C1=O (stereo not drawn),.,7,5,2,12,8,-6
Cc1ccccc1CN1CCCC(C(=O)Nc2ccc(-c3ccn[nH]3)cc2)C1 (stereo not drawn),2.1,-1,-2,1,-9,-3,1
Cc1ccc(NC2Sc3ccccc3NC2=O)cc1 (stereo not drawn),.,.,3,0,.,-5,-4
C[C@H]1CN([C@@H](C)CO)S(=O)(=O)c2ccc(C3=CCCC3)cc2O[C@@H]1CN(C)Cc1cncnc1,0.7,-1,5,23,-18,-2,-6
COC(=O)[C@]1(C)N[C@H](CN(C)S(=O)(=O)c2ccc(-c3ccccc3)cc2)[C@@H]2C(=O)N(Cc3ccccc3)C(=O)[C@@H]21,-0.2,-1,-2,0,10,12,-1
CCN(CC)Cc1oc(-c2ccccc2)cc1C(=O)O,.,.,3,-8,.,1,3
COc1ccc(C(=O)C[n+]2cc(Br)cc3ccccc32)cc1[N+](=O)[O-],.,0,0,-10,12,0,-3
O=C(Nc1cccnc1)c1cccc(S(=O)(=O)N2CCCCC2)c1,4.5,.,-1,11,.,-3,.
C[C@@H]1CN([C@@H](C)CO)C(=O)Cc2cc(NC(=O)CCN3CCOCC3)ccc2O[C@H]1CN(C)Cc1ccc(-c2ccccc2)cc1,0.8,.,1,-5,.,9,32*
C[C@H](CO)N1C[C@H](C)[C@@H](CN(C)S(=O)(=O)c2cn(C)cn2)Oc2cc(C#Cc3ccc(F)cc3)ccc2S1(=O)=O,0.2,0,-2,2,20,-1,-4
CCCNC(=O)N1C[C@H](C)[C@H](OC)CN(C)C(=O)c2cc(NC(=O)CC)ccc2OC[C@H]1C,0.2,1,-3,8,8,-4,-1
O/N=C/c1cccc[n+]1CCCCCC[n+]1ccccc1/C=N/O,5.0,-1,4,-21,3,-1,1
C[C@H](CO)N1C[C@H](C)[C@H](CN(C)C)Oc2ncc(C#Cc3ccccc3F)cc2C1=O,-0.1,.,6,-6,.,-10,-2
COc1cc2cnc(-c3ccccc3)c(-c3ccc(C#N)cc3)c2cc1OC,0.6,4,2,2,1,.,9
O=C(/C=C/Nc1ccc(F)c(Cl)c1)c1ccccc1,0.1,-7,2,0,1,-1,-2
COc1ccc(CSc2nc(O)cc(=O)n2CC(C)C)cc1F,-14,21*,0,4,-2,-2,2
COc1ccc2c3c(n(C)c2c1)[C@H](CO)N(C(=O)c1ccccc1)CC31CN(C(C)=O)C1,-0.2,.,-2,4,.,-6,4
C[C@H](CO)N1C[C@H](C)[C@H](CN(C)S(=O)(=O)c2ccc(F)cc2)Oc2ccc(NC(=O)NC3CCCCC3)cc2C1=O,17,10,-4,-6,-65,2,?
FC(F)(F)c1nc2ncc(Cl)cc2[nH]1,.,-6,2,-7,-17,1,.

Complete entries, quoted from the list.
C[C@H](CO)N1C[C@H](C)[C@H](CN(C)S(=O)(=O)c2ccc(F)cc2)Oc2ccc(NC(=O)NC3CCCCC3)cc2C1=O is entered as E-sel inducer: 17; PglD DTNB: 10; ERp5 block: -4; S100A4 MyoIIA: -6; Statin myotox sup: -65; SIRT5 block: 2; DENV2 CPE rescue: ?
COc1cc2cnc(-c3ccccc3)c(-c3ccc(C#N)cc3)c2cc1OC is entered as E-sel inducer: 0.6; PglD DTNB: 4; ERp5 block: 2; S100A4 MyoIIA: 2; Statin myotox sup: 1; SIRT5 block: .; DENV2 CPE rescue: 9

(cont.)
compound,E-sel inducer,PglD DTNB,ERp5 block,S100A4 MyoIIA,Statin myotox sup,SIRT5 block,DENV2 CPE rescue
O=C(O)c1nnn(-c2ccc(F)cc2F)c1-c1ccccc1,0.1,5,-2,-1,0,-2,2
S=C(Nc1cccc2ccccc12)N1CCN(c2ncccn2)CC1,.,6,-1,-4,-12,2,.
C[C@@H]1CCCCO[C@@H](CN(C)Cc2ccccc2)[C@@H](C)CN([C@H](C)CO)C(=O)c2cc(NC(=O)CCC(F)(F)F)ccc2O1,-0.1,2,0,-1,-37,2,18
COC/C=C/C1=CC2=CC(=O)C(C)(OC(=O)c3cnc4ccccc4n3)C(=O)C2=CN1CCCOC(C)C (stereo not drawn),-0.4,4,-7,5,-25,2,17
Cc1ccc(NC(=O)N2C3CCCC2CC(NC(=O)C2CC2)C3)cc1 (stereo not drawn),.,-3,2,-14,3,-11,-5
O=C(N[C@@H]1CC[C@@H](CC(=O)N2CCN(c3ccccc3)CC2)O[C@H]1CO)c1ccncc1,0.0,2,-3,-8,-3,-1,31*
CN(C)CC(=O)N1[C@@H]2c3ccc(-c4ccc(F)cc4)c(=O)n3C[C@@H]2[C@@H](CO)[C@@H]1C(=O)NC1CCCC1,0.0,0,2,10,5,-3,14
S=c1[nH]c2ccccc2c2ccccc12,0.2,1,1,2,-9,0,5
OCC[C@H]1C[C@@H](O)[C@H](O)[C@@]2(Cc3ccccc3CO2)O1,0.0,0,-2,0,14,.,1
CCOc1cc(/C=C/C(=O)O)ccc1OCc1ccccc1,2.3,-5,0,10,.,1,-4
CC(=O)Nc1ccc(NC(=O)C2(C)Cc3c(-c4ccccc4)ccnc3O2)cc1 (stereo not drawn),-0.2,-3,-7,-6,2,8,-7
Cc1ccc(S(=O)(=O)N2CCOC2CNC(=O)C(=O)NCc2cccnc2)cc1 (stereo not drawn),-0.5,-2,-3,-1,3,2,0
O=C1OC(C(=O)NCc2ccccc2)Cc2ccccc21 (stereo not drawn),.,.,4,-9,.,1,.
Cc1nc(N2CCOCC2)c2c(C)c(C(=O)Nc3ccccc3C(F)(F)F)sc2n1,-0.1,-2,0,4,16,-14,-2
CNCc1cc(C)n(-c2cc(S(=O)(=O)N3CCOCC3)ccc2N2CCCC2)c1C,-1.3,-3,-1,-1,-10,.,-6
CCc1nnc(NS(=O)(=O)c2ccc(Nc3ccc([N+](=O)[O-])c4nonc34)cc2)s1,.,.,-2,-49,.,7,14
COc1ccccc1C(=O)Nc1ccc2c(c1)OC[C@@H](C)N(C)C[C@@H](C)[C@@H](OC)CN(C)C2=O,0.1,0,-2,5,6,-3,6
Cc1c(C(=O)OC(C)C)sc(NC(=O)C2CCCO2)c1C(=O)OC(C)C (stereo not drawn),.,3,3,-5,-7,-3,2
CC(NC(=O)/C(C#N)=C/c1ccc(OCC(=O)O)cc1)c1ccccc1 (stereo not drawn),0.3,1,0,-5,6,5,-2
C[C@@H]1CN([C@@H](C)CO)C(=O)Cc2cc(NC(=O)Nc3ccccc3)ccc2O[C@@H]1CN(C)Cc1ccc(-c2ccccc2)cc1,1.6,0,-1,5,-21,5,1
C[C@H](CO)N1C[C@H](C)[C@@H](CN(C)C(=O)c2ccc(F)cc2)OCc2ccccc2-c2ccccc2C1=O,2.6,0,-4,9,-15,6,-5
Cc1ccc(CSc2nc(-c3ccccc3)c(C#N)c(=O)[nH]2)cc1,2.4,1,1,2,3,-1,-3
CCCCN(C(=O)c1cccc(S(=O)(=O)N(C)c2ccc(C)cc2)c1)c1c(N)n(CCCC)c(=O)[nH]c1=O,9.4,.,3,-8,.,-3,2
O=C(C[C@@H]1C[C@H]2c3cc(NC(=O)C4CCC4)ccc3O[C@H]2[C@H](CO)O1)NCc1ccc(-c2ccccc2)cc1,-0.5,4,1,-4,11,25*,17
C[C@H](CO)N1C[C@H](C)[C@@H](CN(C)C(=O)Nc2ccccc2F)Oc2ncc(-c3ccccc3)cc2C1=O,-0.2,0,17,4,16,0,12
C=C1CCC[C@]2(C)C[C@H]3OC(=O)C(CNC(C)CC)[C@H]3CC12 (stereo partly drawn),.,4,0,-9,-22,4,3
CC1(c2ccccc2)O[C@@H]2C[C@H]3[C@@H]4CCC5=CC(=O)C=C[C@]5(C)[C@@]4(F)[C@@H](O)C[C@]3(C)[C@]2(C(=O)CO)O1 (stereo partly drawn),0.4,4,8,0,-18,-1,-4
Cc1ccc(S(=O)(=O)Nc2ccc(F)c(S(=O)(=O)N3CCOCC3)c2)cc1,0.7,-8,-4,-1,3,.,-4
O=C(COc1ccccc1)NC1CCSc2ccccc21 (stereo not drawn),-0.3,.,3,-7,10,-2,-3
CC(=O)Nc1cccc(OCc2ccc([N+](=O)[O-])cc2)c1,-0.1,.,4,5,.,0,-1

3 compounds from above, sorted by the value under S100A4 MyoIIA, descending:
SMILES	S100A4 MyoIIA
COc1cc2cnc(-c3ccccc3)c(-c3ccc(C#N)cc3)c2cc1OC	2
CNCc1cc(C)n(-c2cc(S(=O)(=O)N3CCOCC3)ccc2N2CCCC2)c1C	-1
O=C(C[C@@H]1C[C@H]2c3cc(NC(=O)C4CCC4)ccc3O[C@H]2[C@H](CO)O1)NCc1ccc(-c2ccccc2)cc1	-4

Going on with the list:
compound,E-sel inducer,PglD DTNB,ERp5 block,S100A4 MyoIIA,Statin myotox sup,SIRT5 block,DENV2 CPE rescue
C[C@@H](NC(=O)C[C@@H]1CC[C@@H]2[C@H](COC[C@H](O)CN2C(=O)Nc2cccc(F)c2)O1)c1ccccc1,0.1,3,5,2,-7,-18,-1
CC(C)NC(=O)Nc1ccc2c(c1)C(=O)N(C)[C@H]1CC[C@@H](CC(=O)NCc3ccc(F)cc3)O[C@H]1CO2,-0.2,-1,3,-2,1,0,8
O=C(COc1cccc2cccnc12)NNC(=O)Nc1ccccc1,0.6,.,-6,1,.,-2,-1
CCCN(CC(=O)Nc1ccccc1OC)C(=O)c1ccc2[nH]c3c(c2c1)CC(C)CC3 (stereo not drawn),0.1,7,3,-1,-18,-2,8
O=C(COC(=O)C1=COCCO1)Nc1ccccc1,.,.,-3,-6,.,-3,13
O=[N+]([O-])c1ccc(CSc2ncnc3c2ncn3[C@@H]2O[C@H](CO)[C@@H](O)[C@H]2O)cc1,?,-2,-1,-3,-1,-2,-4
COc1ccc(C)c(-n2c(=O)n(Cc3ccccc3)c(=O)c3[nH]cnc32)c1,2.5,5,-3,2,13,-5,0
Cc1cc(-c2cc(-c3ccccc3)on2)nc(NC2CCCC2)n1,.,1,1,23,-42,.,-7
O=S(=O)(N[C@@H]1CC[C@@H](CCn2cc(C3(O)CCCC3)nn2)O[C@@H]1CO)c1ccc(Cl)cc1,-0.9,1,-4,-5,11,-6,1
O=[N+]([O-])c1ccccc1S(=O)NCc1c(Cl)cccc1Cl (stereo not drawn),0.0,.,0,-5,.,4,-8

Screening data deposited in PubChem by Broad Institute.
